Bioassay records from PubChem BioAssay.
CatL block = inhibitors of human cathepsin L | purified cathepsin L, fluorogenic substrate, fluorescence | inhibition, %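 (tested at 10 µM)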 | actives 0.17% (n = 58,000) | P07711 | AID 460; in the data active = inhibition above about 45%;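 also: 0% = enzyme with no compound and 100% = no enzyme blank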
Target sequence (P07711 114-288 limits assumed): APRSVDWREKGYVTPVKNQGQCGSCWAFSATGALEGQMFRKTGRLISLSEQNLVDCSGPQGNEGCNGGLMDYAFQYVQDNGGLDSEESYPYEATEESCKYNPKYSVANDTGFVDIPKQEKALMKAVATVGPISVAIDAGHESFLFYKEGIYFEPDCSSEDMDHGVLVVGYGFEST
Target sequence (P07711 292-333 limits assumed): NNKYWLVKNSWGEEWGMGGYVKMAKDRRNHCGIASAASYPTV
PKA inh = PKA (human) kinase inhibition; P17612; inhibition, % at 6 µM; PKA Kemptide phosphorylation, Kinase-Glo ATP luminescence; actives 0.1% (n = 65,000);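 active = inhibition above the screen-wide mean inhibition plus 3 SD, cut at about 21% in these data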; also: many of its hits are not listed in these tables
JNK3 blocker = inhibitors of human JNK3 kinase; purified JNK3 kinase activity, HTS; inhibition, % at 8 µM; actives 0.61% (n = 60,000); AID 746; in the data active = inhibition above about 17%;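 also: 0% = DMSO and 100% = reference inhibitor; many of its hits are not listed in these tables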
FXIa mix inh = inhibitors of human coagulation factor XIa, pooled mixtures | actives 0.19% (n = 62,000) | P03951 | inhibition, % at 5 µM | purified FXIa, fluorogenic substrate | AID 680;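 also: each value is inhibition by a whole ten-compound pool holding the compound; 0% = enzyme with no mixture and 100% = wells lacking enzyme; strong numbers were not always called active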
Cathepsin G inh = blocks human cathepsin G enzyme activity | inhibition, % at 5 µM (by protocol) | actives 0.2% (n = 62,000) | purified enzyme, AMC-tetrapeptide fluorescence, pooled mixtures | P08311 | AID 581;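 active = inhibition above 20% in each of the two mixture wells holding the compound; inactive = inhibition of 20% or less in either well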;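 also: 0% = enzyme control without mixture and 100% = blank lacking enzyme; strong numbers were not always called active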
FXIIa inh mix = inhibitors of human coagulation factor XIIa, pooled mixtures; purified FXIIa, fluorogenic substrate; inhibition, % at 5 µM; actives 0.2% (n = 62,000);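 also: 0% = enzyme without compound and 100% = no enzyme blank; some results filed as inactive read as strong as hits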
Target sequence (P00748 20-372 limits assumed): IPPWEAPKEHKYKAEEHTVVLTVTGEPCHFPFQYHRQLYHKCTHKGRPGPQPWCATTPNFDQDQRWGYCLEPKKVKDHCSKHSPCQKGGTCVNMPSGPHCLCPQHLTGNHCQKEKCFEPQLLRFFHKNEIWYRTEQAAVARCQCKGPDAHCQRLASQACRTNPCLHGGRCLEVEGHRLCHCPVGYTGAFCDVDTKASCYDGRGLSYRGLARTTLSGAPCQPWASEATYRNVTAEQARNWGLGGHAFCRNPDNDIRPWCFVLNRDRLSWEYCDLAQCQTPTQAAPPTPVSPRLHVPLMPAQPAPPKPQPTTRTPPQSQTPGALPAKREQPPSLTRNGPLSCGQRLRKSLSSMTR
Target sequence (P00748 373-615 limits assumed): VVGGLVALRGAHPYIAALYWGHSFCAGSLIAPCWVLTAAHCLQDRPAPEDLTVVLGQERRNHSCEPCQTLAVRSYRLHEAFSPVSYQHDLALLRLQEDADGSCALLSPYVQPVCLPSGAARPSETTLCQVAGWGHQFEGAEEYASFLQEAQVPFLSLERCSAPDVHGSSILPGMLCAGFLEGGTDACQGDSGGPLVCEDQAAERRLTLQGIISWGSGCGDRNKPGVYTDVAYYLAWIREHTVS
CatS inh = human cathepsin S inhibition. inhibition, %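 (tested at 5 µM per compound within 10-compound mixtures)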. actives 0.06% (n = 62,000). recombinant cathepsin S, AMC dipeptide fluorescence, pooled mixtures; in the data active = inhibition above about 32%, passing the limit was not always enough;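 also: 0% = enzyme without compound and 100% = blank without enzyme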
Target sequence (P25774 115-331 limits assumed): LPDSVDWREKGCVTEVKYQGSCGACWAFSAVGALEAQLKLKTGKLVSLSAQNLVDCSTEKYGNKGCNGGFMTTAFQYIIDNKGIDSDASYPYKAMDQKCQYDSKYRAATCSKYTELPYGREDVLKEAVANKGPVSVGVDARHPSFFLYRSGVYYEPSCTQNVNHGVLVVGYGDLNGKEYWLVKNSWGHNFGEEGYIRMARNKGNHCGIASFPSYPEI
C1s inh = blocks human complement C1s protease activity. P09871. purified C1s, fluorogenic AMC substrate, pooled mixtures. mean inhibition % of two 10-compound mixtures (hits give high values), % at 5 µM (by protocol). actives 0.16% (n = 62,000). AID 538;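 active = inhibition above 20% in each of the two 10-compound mixture wells holding the compound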;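 also: 0% = enzyme wells lacking compound mixture and 100% = no-enzyme blank wells; some compounds called inactive have numbers as strong as hits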
ROCK2 blocker = inhibitors of human Rho kinase 2 | purified ROCK2, Kinase-Glo ATP depletion luminescence | inhibition, % at 6 µM | AID 604 | actives 0.35% (n = 60,000) | O75116;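 active = inhibition above the screen-wide mean inhibition plus 3 SD, cut at about 18% in these data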;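 also: plate controls were DMSO wells for no effect and Y-27632 control wells after no-enzyme background subtraction for full effect; many of its hits are not listed in these tables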
An asterisk follows results filed as active; i = inactive; nt = no result given. Rule as the data show it, unless noted: active = inhibition above about 20% (passing the limit was not always enough); inactive = the rest.

SMILES	CatL block	PKA inh	JNK3 blocker	FXIa mix inh	Cathepsin G inh	FXIIa inh mix	CatS inh	C1s inh	ROCK2 blocker
N#CCc1c(C#N)c(N)nc(N2CCN(S(=O)(=O)c3ccccc3)CC2)c1C#N	19	16	0	-1	2	1	-2	-9	10
CCCOC(=O)CCCCC1SCC(NC(=O)OC)C1NC(=O)OC (centres undefined)	-7	2	4	1	6	-16	2	-19	5
CSc1nncc(-c2ccc(F)cc2)n1	-1	1	-9	3	-5	1	-10	2	0
COc1ccc(C(NC(=O)C(C)(C)C)NC(=O)C(C)(C)C)cc1	8	-2	-3	4	10	13	-2	13	-4
CCCCc1cc(=O)oc2c(CN3CCCC3)c(O)ccc12	i	7	-3	nt	nt	nt	nt	nt	12
COc1ccc(N2C(=O)CC(N3CCC(C(N)=O)CC3)C2=O)cc1 (centres undefined)	13	-4	-1	3	0	14	2	-2	-2
CN1CCc2c(c3ccccc3n2Cc2ccccc2)C1	10	3	0	11	-4	-1	17	-19	-4
O=C(CCCOc1ccccc1)Nc1cccc(C(=O)O)c1	-6	2	-4	6	10	5	-3	11	2
CNC(=O)Nc1cccc(C(F)(F)F)c1	0	3	-4	-33	-12	4	-1	-94	6
COc1ccccc1C(CC(=O)Nc1nccs1)c1ccco1 (centres undefined)	-3	4	2	9	-3	10	-5	-34	3
Cc1cc(C)nc(/N=C2/NC(=O)CS2)n1	7	-1	-6	13	30	-6	4	4	0
Cn1c2ccccc2c2cnn(CC(=O)O)c(=O)c21	11	5	0	7	8	3	-1	11	4
COc1cc(CNc2ccc3c(c2)CCC3)cc(OC)c1O	nt	2	2	4	3	-14	1	-24	4
O=C(NCc1cccnc1)c1cccc(F)c1	14	2	9	-2	9	-11	4	2	3
COCCN(CCOC)S(=O)(=O)c1ccc(OC)cc1	16	12	-4	-3	8	1	-3	-1	6
CCOc1cc2[nH]c(=S)n(CCCC(=O)NCc3ccco3)c(=O)c2cc1OCC	30	-1	nt	10	9	-15	5	9	nt
O=C(CN(Cc1ccco1)C(=O)CNS(=O)(=O)c1ccccc1)NCc1ccc(F)cc1	17	-5	-4	-2	10	10	-3	-12	-1
CC(C)C(=O)Nc1ccc(N2CCN(S(C)(=O)=O)CC2)cc1	5	8	-4	9	9	5	0	15	4
Cc1ccc(Nc2cc(=O)n(C3CCCCC3)c(=O)[nH]2)cc1C	23	8	8	6	6	6	1	-1	1
O=C(Cc1cccs1)NCc1ccc(F)cc1	0	4	8	2	-1	8	19	1	5
CC(C)c1ccc(O)c(N)c1	-1	0	-1	1	29	0	-1	7	2
CCN(CC)CCNC(=O)c1ccc(N)cc1	26	-3	-1	5	-17	-8	10	0	-3
COc1cc2c(C)nc3onc(-c4ccccc4)c3c2cc1OC	-4	-3	3	5	38	-1	1	35	-1
Cc1noc(C)c1S(=O)(=O)Nc1ccc(C(=O)NCCc2ccccc2)cc1	13	5	-4	3	-10	-14	25	-71	6
CC(C)NC(=O)c1cc(-c2ccc(Br)cc2)on1	9	4	-2	5	6	20	1	-9	2
CC1=C(C(=O)OCCOC(C)C)C(c2cccnc2)C2=C(CCCC2=O)N1 (centres undefined)	0	6	-6	-2	4	-3	2	-16	7
CC(=O)C1=C(O)C(=O)N(c2cccc(C(=O)O)c2)C1c1ccc(F)cc1 (centres undefined)	16	3	2	nt	nt	nt	nt	nt	5
CCn1cc(NC(=O)Nc2ccc(OC)c(OC)c2)c(C(N)=O)n1	0	3	2	8	0	1	5	0	2
CCOc1c(Br)cc(C2NS(=O)(=O)N=C3CCCCCN32)cc1OC (centres undefined)	14	8	-2	-5	3	-2	-4	-33	6
C=CCn1cnc2c(c1=O)c1nc3ccccc3nc1n2-c1ccc(C)cc1	8	7	-5	6	10	1	27	-28	4
Cc1c(Br)c(=O)[nH]c(=O)n1COCc1ccccc1	11	12	5	2	22	-2	-2	0	7
CC1=C(C(=O)NC2CCCC(C)C2C)C2(CCCCC2)OC1=O (centres undefined)	-5	5	-2	1	-13	-1	4	-5	3
CC(C)(O)c1cc(=O)sc2nc3ccccc3n12	nt	4	nt	-6	13	-24	9	-8	nt
COc1cccc(-c2cc3nc4c(c(N5CCC6(CC5)OCCO6)n3n2)CCCC4)c1	-11	11	nt	2	-1	2	3	-2	nt
COc1ccc(-c2cc(C(=O)NCCN3CCOCC3)c3ccccc3n2)c(OC)c1	20	nt	nt	-2	0	-1	5	-3	nt
CCOc1ccc(C(C)=O)cc1COC(=O)C1=COCCO1	-2	3	4	25	17	-1	-4	-8	3
CN(C)CCNC(=O)C(C(=O)c1ccccc1)n1ccccc1=O (centres undefined)	1	8	0	1	-3	8	-8	1	4
CCN1C(=O)CC(C(=O)NC)SC1=Nc1cc(Cl)c(O)c(Cl)c1 (centres undefined)	2	3	-5	8	-9	-3	-6	-13	2
FC(F)(F)c1cc(-c2ccco2)nc(N2CCOCC2)n1	7	-1	2	31	34	4	3	33	4
O=C(Cn1cnc2c(nnn2Cc2ccccc2F)c1=O)NCc1ccco1	-6	-2	1	4	-2	7	2	-8	0
Cc1ccc2cc(CN(C(=O)C3CCCO3)C3CCCCC3)c(=O)[nH]c2c1 (centres undefined)	-1	-4	-2	5	8	6	16	8	5
CCNC(=O)CC1SC(=Nc2cccc(Cl)c2C)N(C)C1=O (centres undefined)	1	-6	2	4	1	-16	13	-6	-3
CCc1ccc(N2CC(C(=O)Nc3ccccc3F)CC2=O)cc1 (centres undefined)	8	9	-3	10	6	0	-4	12	4
CC1=C(C(=O)OC(C)C)C(c2cccs2)C2=C(CCCC2=O)N1 (centres undefined)	nt	9	-7	4	6	0	5	2	7
O=C(NCc1cccnc1)C1CCN(C(=O)c2ccc(Cl)cc2Cl)CC1	-3	6	-2	13	0	2	1	4	10
CCOc1ccc(N(CC(=O)Nc2nccs2)S(=O)(=O)c2c(C)noc2C)cc1	5	-7	2	7	-7	4	2	-12	2
CCC(=O)N1CCNC(=O)C1CC(=O)Nc1ccc(C)c(Cl)c1 (centres undefined)	-2	-2	-4	-7	-8	-2	18	-60	-5
COc1cc(C2c3c(oc4ccccc4c3=O)C(=O)N2c2ccc(C)cn2)ccc1O (centres undefined)	45	9	8	1	-4	5	16	-9	4
CCOc1ccc(NC2CCN(C(C)=O)CC2)cc1	0	3	-5	-2	1	9	11	3	-2
O=C(NCc1ccc2c(c1)OCO2)c1ccc(NS(=O)(=O)c2ccc3c(c2)OCCO3)cc1	0	4	-6	2	13	-19	20	13	9
Cc1nn(Cc2ccc(Cl)c(Cl)c2)c(C)c1NC(=O)c1cc(-c2ccc3c(c2)OCO3)on1	13	9	-7	12	40*	3	3	-25	7
CCS(=O)(=O)N1CCCC(C(=O)NCc2ccccc2Cl)C1 (centres undefined)	3	1	0	1	3	-6	10	6	0
Cc1nnc(NC(=O)CSc2nnc(Cc3cccn3C)n2-c2cccc(C(F)(F)F)c2)s1	nt	4	-5	2	-2	5	-1	-9	-5
C[C@@H]1C[C@H](Nc2ccccc2)c2ccccc2N1C(=O)c1cccnc1	0	6	-4	6	9	4	-1	14	-4
CCC(c1nnnn1CCOC)N1CCN(Cc2ccccc2)CC1 (centres undefined)	12	10	5	-8	-3	8	-2	-46	4
CCC(C)NC(=O)c1ccccc1NC(=O)C(C)N(c1ccccc1)S(C)(=O)=O (centres undefined)	2	2	6	25	3	3	14	0	3
Cn1c(N2CCCC2)nc2c1c(=O)n(Cc1ccc(F)cc1)c(=O)n2C	-15	4	0	7	-1	8	22	-3	2
Cc1ccc(-n2ncc3c(NCc4ccccc4)ncnc32)cc1	13	2	0	4	10	-3	7	10	2
O=C(Nc1ccccc1N1CCCC1)c1ccc2c(c1)OCO2	nt	-6	-12	-2	-5	-3	13	-28	0
CCOC(=O)C1CCCN(C(=O)c2cc(Nc3ccc(OC)c(OC)c3)nc3ccccc23)C1 (centres undefined)	-5	7	-8	3	0	9	0	-2	2

Part of the list above, field by field.
Molecule: CCOc1ccc(NC2CCN(C(C)=O)CC2)cc1
  CatL block = 0
  PKA inh = 3
  JNK3 blocker = -5
  FXIa mix inh = -2
  Cathepsin G inh = 1
  FXIIa inh mix = 9
  CatS inh = 11
  C1s inh = 3
  ROCK2 blocker = -2

Molecule: CCC(=O)N1CCNC(=O)C1CC(=O)Nc1ccc(C)c(Cl)c1 (centres undefined)
  CatL block = -2
  PKA inh = -2
  JNK3 blocker = -4
  FXIa mix inh = -7
  Cathepsin G inh = -8
  FXIIa inh mix = -2
  CatS inh = 18
  C1s inh = -60
  ROCK2 blocker = -5

Molecule: Cn1c(N2CCCC2)nc2c1c(=O)n(Cc1ccc(F)cc1)c(=O)n2C
  CatL block = -15
  PKA inh = 4
  JNK3 blocker = 0
  FXIa mix inh = 7
  Cathepsin G inh = -1
  FXIIa inh mix = 8
  CatS inh = 22
  C1s inh = -3
  ROCK2 blocker = 2

Molecule: O=C(NCc1ccc2c(c1)OCO2)c1ccc(NS(=O)(=O)c2ccc3c(c2)OCCO3)cc1
  CatL block = 0
  PKA inh = 4
  JNK3 blocker = -6
  FXIa mix inh = 2
  Cathepsin G inh = 13
  FXIIa inh mix = -19
  CatS inh = 20
  C1s inh = 13
  ROCK2 blocker = 9

Continuation.
SMILES	CatL block	PKA inh	JNK3 blocker	FXIa mix inh	Cathepsin G inh	FXIIa inh mix	CatS inh	C1s inh	ROCK2 blocker
CCc1nc(SCC(=O)N2CCCc3ccccc32)c2c(=O)n(C)c(=O)n(C)c2n1	nt	4	4	2	7	6	-3	16	5
Cc1cccc(N2CCN(C(=O)CCCn3c(=S)[nH]c4cc5c(cc4c3=O)OCO5)CC2)c1C	8	10	nt	9	7	-14	-4	10	nt
CC1Cc2ccccc2N1C(=O)CN1C(=O)CN(C)C(=O)c2ccccc21 (centres undefined)	12	9	nt	5	2	3	0	-2	nt
CC(=O)NCCn1c(SCc2cc(=O)n3cc(Cl)ccc3n2)nc2ccccc2c1=O	1	3	-3	4	12	-1	4	14	-1
CCOc1cc(C2C3=C(CCCC3=O)N(C)C3=C2C(=O)CCC3)cc(Cl)c1O	-3	9	nt	3	11	3	-7	11	nt
Cn1c(C(=O)N2CCN(c3ccccc3F)CC2)cc2c(=O)n(C)c3ccccc3c21	4	-2	1	-1	3	2	15	9	4
COCCOC(=O)C1=C(C)Nc2ncnn2C1c1ccccc1 (centres undefined)	0	1	-5	9	0	2	11	6	2
Cc1ccc(Cl)cc1N1CCN(C(=O)C2CCN(c3nnc(-n4cccc4)s3)CC2)CC1	4	8	2	11	10	5	-8	16	3
CC(CN1CCCCC1)OC(=O)Cc1ccc(Cl)cc1 (centres undefined)	0	1	-2	-5	7	7	-3	-9	1
CCOc1ccc(C(=O)N2CCN(c3cccc(C)c3C)CC2)cc1	18	9	0	1	-6	3	6	-18	6
COc1cc(C(=O)Nc2cc(Cl)ccc2C)c(-n2cnnn2)cc1OC	-4	9	-4	4	12	5	1	14	3
Cc1cc(SCc2ccccc2)nc(=O)[nH]1	-3	11	4	5	-1	2	8	2	2
C=CCn1c2ccccc2c2nnc(SCCCn3c(=O)[nH]c4ccccc43)nc21	3	9	nt	-4	8	-6	-3	-36	nt
CCn1c(SCc2nc(-c3ccccc3)no2)nc2ccccc21	20	6	-6	-10	3	16	-4	-48	-2
O=C(CCCc1cccs1)N1CCN(S(=O)(=O)c2ccccc2Br)CC1	nt	16	3	0	-9	0	-4	-14	4
Cc1[nH]c2ccc(-c3nnc(SCC(=O)NCc4ccco4)n3Cc3ccccc3)cc2c1C	-3	6	nt	9	8	-2	-6	10	nt
O=C(CN(Cc1ccco1)C(=O)c1cc(=O)[nH]c2ccccc12)Nc1ccccc1Br	4	9	-2	9	10	-17	-23	10	0
Cc1c(NC(=O)COC(=O)C2CC3C=CC2C3)c(=O)n(-c2ccccc2)n1C (centres undefined)	5	11	3	-5	6	-4	7	-5	6
COc1ccc(Cn2c(=O)n(Cc3ccco3)c(=N)c3c4c(sc32)COC(C)(C)C4)cc1	9	10	nt	5	10	4	4	17	nt
COc1ccc(NC(=O)N(CCCN(C)C)Cc2cc3cc(OC)ccc3[nH]c2=O)cc1	-6	6	-3	10	9	12	2	4	2
